# CXXC DNA block: qHTS Fluorescence Polarization Assay for Inhibitors of MLL CXXC domain - DNA interaction. Histone-lysine N-methyltransferase 2A (Homo sapiens), Q03164. MLL-CXXC / FITC-HOXA9 DNA fluorescence polarization. Potency, µM (doses to about 115 µM), inactives show at the top dose activity change, negative = inhibition, actives largely listed as inhibitors. 290,000 compounds, 0.037% hits. AID 2662, 2010; active means well fitted inhibition curve with a large enough effect in the polarisation, with a control signal flat, not every such curve was filed as active; inconclusive means small, poorly fitted or top-dose-only effect, or effect the other way, or a change in a side signal; inactive means no such curve, though single readings can be large or run the other way; the % refers to the polarisation; further: potency means the concentration at half of the fitted maximal effect
#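 Purified MLL-CXXC (added from a 7 uM solution) was preincubated 5 min at ambient with pinned compounds in 50 mM Tris-HCl pH 7.5, 50 mM NaCl, 1 mM DTT, 0.05% BSA. Fluorescein-labeled HOX-A9 DNA (50 nM solution) followed, 30 min, then polarization read.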
# TRPV1 agonist: HTS Assay for Compounds that Act as Agonists of the Vanilloid Receptor 1 | TRPV1-expressing cells, Fluo-8 calcium influx, agonist mode | 320,000 compounds, 0.19% hits | Transient receptor potential cation channel subfamily V member 1 (Homo sapiens), Q8NER1 | activation, % at 8.33 µM | AID 540275, 2011; in the data active means activation above about 80%; inconclusive means between about 30% and that limit; further: 0% is about no effect
#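 Fluo-8 calcium influx in TRPV1-expressing cells, kinetic read (ex 480/em 520 nm). Compound added and read 3 min for agonist activity, followed by capsaicin at EC20 final and 2 min further read for enhancement.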
# ELG1 repair inh: qHTS screen for small molecules that inhibit ELG1-dependent DNA repair in human embryonic kidney (HEK293T) cells expressing luciferase-tagged ELG1. HEK293T ELG1-luciferase reporter, luminescence, 16 h; DNA damage induced by 5-fluorouridine. 330,000 compounds, 2.3% hits. AID 504467, 2011. Potency, µM (series often up to 46.1 µM), inactives show top-dose activity change, negative = inhibition, actives largely listed as inhibitors; further: potency means the concentration at half of the fitted maximal effect; on the % scale 0 is the no-effect control and ±100 the full control effect; nearly all actives have a fitted effect of over 55% in size
#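 Cells (2,000 per well) received 5-fluorouridine plus test compound or DMSO and were incubated 16 hr at 37 °C, 5% CO2. Luciferase activity was read by luminescence 30 min after ONE-Glo addition; signal suppression marked inhibition of damage-induced ELG1 function.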
# PTAP TSG101 blk: qHTS Assay for Iinhibitors of HIV-1 Budding by Blocking the Interaction of PTAP/TSG101; Tumor susceptibility gene 101 protein (Homo sapiens), Q99816; Fluorescence polarization, FITC-PTAP peptide / Tsg101 binding; Potency, µM (highest dose often 115 µM), for inactives: at the highest dose activity change, negative = inhibition, hits mostly inhibitors; 340,000 tested, under 10 active; AID 493005, 2010; active means well fitted inhibition curve with a large enough effect in the main read-out, with a control signal flat, not every such curve was filed as active; inconclusive means small, poorly fitted or top-dose-only effect, or effect the other way, or a change in a side signal; inactive means no such curve, though single readings can be large or run the other way; further: potency means the concentration at half of the fitted maximal effect; % of control where 0% means no effect
# Target sequence (Q99816 whole entry, looked up): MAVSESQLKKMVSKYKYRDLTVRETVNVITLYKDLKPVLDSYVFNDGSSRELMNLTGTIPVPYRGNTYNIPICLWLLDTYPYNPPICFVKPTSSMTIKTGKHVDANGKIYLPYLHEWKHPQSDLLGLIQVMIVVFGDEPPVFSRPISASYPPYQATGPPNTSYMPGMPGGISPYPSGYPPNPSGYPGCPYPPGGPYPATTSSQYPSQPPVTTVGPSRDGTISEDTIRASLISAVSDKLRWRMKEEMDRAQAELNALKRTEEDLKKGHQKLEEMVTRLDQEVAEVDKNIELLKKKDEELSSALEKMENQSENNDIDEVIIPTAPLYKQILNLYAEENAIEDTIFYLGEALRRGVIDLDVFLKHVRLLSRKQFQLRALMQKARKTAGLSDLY
#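 Compounds were pin-transferred onto Tsg101 binding domain (10 uM final) in HEPES pH 7.5 buffer, then FITC-PTAP peptide was added at 50 nM final. After 20 min at RT, polarization reported peptide displacement across a qHTS concentration series.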
# TCR act: Activators of T cell receptors: qHTS campaign | primary human leukocytes, anti-CD3, IL-2 HTRF, 48 h | Potency, µM (doses to about 9.22 µM), inactives show top-dose activation of IL-2 secretion, most hits filed as activators | 330,000 tested, under 10 active | AID 504894, 2011; further: % of control where 0% means no effect
#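 1) Mix primary human leukocytes, a-CD3 beads and compound. 2) Incubate 48 hr. 3) Add HTRF IL-2 reagents (a-IL-2-K, a-IL-2-d2).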
# A-T KAP1 phos: qHTS Assay for Identifying a Potential Treatment of Ataxia-Telangiectasia; […] A-T fibroblasts, KAP-1 phosphorylation AlphaLISA; neocarzinostatin DNA damage 30 min before lysis; Potency, µM (top dose mostly 57.5 µM), without a hit: top-dose activation, actives largely listed as activators; 320,000 compounds, 0.19% hits; further: potency means the concentration at half of the fitted maximal effect; % of control where 0% means no effect; nearly all actives have a fitted effect of over 45% in size
#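 hTERT-immortalized A-T patient fibroblasts ([…]), 500 cells/well in OPTI-MEM, 1% FBS, got compounds for 60 min, then NCS for 30 min at 37C. Lysates were then assayed for phospho-KAP-1 by AlphaLISA (anti-pKAP1 donor, anti-KAP1 acceptor beads), 6 hr at 25C.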
# BRCA1 expr up: qHTS Assay to Identify Small Molecule Activators of BRCA1 Expression; 380,000 compounds, 1.1% hits; MCF7-BRCA1-FFLuc reporter, luminescence, 48 h; response scale: scaled: vehicle 0%, 10 µM genistein 100%; Potency, µM (titrated, usually from 46.1 µM), inactives show at the highest dose activation, usual class: activators; further: potency means the concentration at half of the fitted maximal effect; nearly all actives have a fitted effect of over 80% in size; some results filed as inactive show a strong effect at the top dose
#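 Luminescence from a BRCA1-driven firefly luciferase in MCF7 cells was the read-out, taken 15 min after substrate addition following 48 h compound exposure at 37 °C. Data were normalized to a 10 microM genistein control and DMSO vehicle.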
# p53 reactivation: qHTS assay for re-activators of p53 using a Luc reporter. H1299 p53-A138V BP100-luciferase reporter, luminescence, 24 h. Potency, µM (series often up to 92.2 µM), inactives show at the top dose activity change, positive = activation, most hits filed as activators. 320,000 compounds, 0.063% hits. AID 504706, 2011; further: potency means the concentration at half of the fitted maximal effect; % of control where 0% means no effect; nearly all actives have a fitted effect of over 45% in size
#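 H1299 (p53-null), stable ts p53-A138V + BP100-Luc; 1000 cells/well, Opti-MEM/10% FBS; cpd 4 pt, 1:5; 24 h, 37 deg C, 5% CO2; detection reagent 10 min RT; luminescence.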
# a7 integrin act: qHTS for Activators of Integrin-Mediated Alleviation for Muscular Dystrophy. alpha7betagal myoblasts, beta-gal FDG fluorescence, 48 h. 350,000 compounds, 0.064% hits. Potency, µM (top dose mostly 38.3 µM), without a hit: top-dose activation, most hits filed as activators;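 further: potency means the concentration at half of the fitted maximal effect; 100% = response of the positive control SU9516; nearly all actives have a fitted effect of over 60% in size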
#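 Alpha7betagal+/- myoblasts (passage 13) were plated 16-24 hr, then exposed to compounds (1:260 dilution of DMSO stock) for 48 hours at 37C. After MPER lysis, β-galactosidase reporter activity was read as FDG fluorescence (ex 480/em 540) after 30 minutes.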
# B2AR arrestin: qHTS assay of beta-arrestin-biased ligands of beta2-adrenergic receptor; Potency, µM (titrated, usually from 46.1 µM), for inactives: at the highest dose activation, actives largely listed as activators; AID 492947, 2010; beta-arrestin recruitment to beta2AR, cell-based reporter; 330,000 compounds, 0.02% hits;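 further: potency means the concentration at half of the fitted maximal effect; 0% = DMSO controls and full agonism = EC100 isoproterenol or metaproterenol; nearly all actives have a fitted effect of over 65% in size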
# Target sequence (P07550 whole entry, looked up): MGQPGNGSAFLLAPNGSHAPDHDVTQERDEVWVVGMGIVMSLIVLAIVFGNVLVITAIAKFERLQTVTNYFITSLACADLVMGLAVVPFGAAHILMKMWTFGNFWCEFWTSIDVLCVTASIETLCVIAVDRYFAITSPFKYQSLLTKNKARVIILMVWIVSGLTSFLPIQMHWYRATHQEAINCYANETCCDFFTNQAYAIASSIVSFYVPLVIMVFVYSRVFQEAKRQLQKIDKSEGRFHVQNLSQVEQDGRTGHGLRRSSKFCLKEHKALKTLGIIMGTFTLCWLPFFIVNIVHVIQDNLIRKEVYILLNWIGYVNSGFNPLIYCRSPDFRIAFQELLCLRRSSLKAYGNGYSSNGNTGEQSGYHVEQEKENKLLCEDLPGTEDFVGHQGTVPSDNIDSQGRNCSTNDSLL
# * hit, by the source's call; ? = inconclusive; nt = not tested or not shown; [ ] = another dose, or the depositor's remark. Unless noted, the call rests on the fitted dose curve; in most records, active means well fitted curve in the direction sought with a large enough effect; inconclusive means small, poorly fitted or top-dose-only effect, or another doubt; inactive means no such curve, though single readings can be large; an effect the other way counts as inactive or inconclusive. Compounds as they come; any-hit rate near 3.8%.
SMILES,CXXC DNA block,TRPV1 agonist,ELG1 repair inh,PTAP TSG101 blk,TCR act,A-T KAP1 phos,BRCA1 expr up,p53 reactivation,a7 integrin act,B2AR arrestin
S=C(NCC1CCCO1)NC1CCCC1 (configuration not stated),46%[activator],1,5%,-1%,7%,-1%,8%,6%,3%,0.0%
COc1ccc(CCN(C(=S)Nc2ccccc2)C2CC(=O)N(c3ccccc3)C2=O)cc1 (configuration not stated),10%,27,5%,0%,4%,1%,-2%,-4%,-43%,-1.0%
C/C(=N\NC(=O)CSc1nnc(C)s1)c1ccc(Cl)cc1,6%,4,5%,-1%,6%[46.1 µM],-5%,10%,18%,-3%,-0.3%
CCOc1ccc(NC(=O)N2CCCC2C(=O)NCc2ccco2)cc1 (configuration not stated),8%,0,-3%,0%,-14%,7%,4%,5%,2%,-0.5%
CCC(C)Cn1c(C)nc2ccccc21 (configuration not stated),-12%,5,9.2µM*,-1%,6%,6%,-15%,-1%,0%,0.0%
CCN(CC)CC1(O)CCN(C(=O)c2ccc(Cl)c(Cl)c2)CC1,31%[activator],1,13%,2%,2%,2%,8%,-7%,?,0.2%
COC(=O)C1(C)CN(S(=O)(=O)c2ccc(C)cc2)c2cc(OC)ccc2C1=O (configuration not stated),1%,2,?,1%,-4%[46.1 µM],-6%,-30%,-5%,-5%,5.4%
CCCCNC(=O)CSc1nc2n[nH]c(C)c2c(=N)n1-c1cccc(Cl)c1C,-2%,5,-20%,-2%,-3%[46.1 µM],1%,-50%,0%,3%,0.2%
CC1(C)Cc2cccc(OCC(=O)OCC(=O)NCc3ccccc3)c2O1,-23%,24,-3%,nt,0%,6%,16%,nt,?,-0.2%
C=C(C)c1cccc(C(C)(C)NC(=O)N2CCCC2)c1,-3%,0,-1%,-1%,1%[46.1 µM],6%,-3%,-17%,15%,-0.4%
CC1CCCN(S(=O)(=O)c2ccc(NC(=O)CCN3C(=O)c4ccccc4C3=O)cc2)C1 (configuration not stated),-5%,-3,-4%,-1%,2%,-7%,-6%,0%,1%,0.3%
CCOc1ccc(-c2nnn(CC(=O)N3CCCC3)n2)cc1OCC,7%,2,15%,3%,-1%[46.1 µM],nt,-3%,-7%,-7%,-1.0%
O=C(c1ccc(Cn2cc([N+](=O)[O-])cn2)o1)N1CCCCCC1,?,0,1%,-3%,-2%,-11%,0%,-5%,?,0.1%
COc1ccc(CCC(=O)Nc2ccc(C(=O)c3ccncc3)cc2)cc1,0%,9,1%,-4%,7%,18%,-6%,-62%[inhibitor],3%,-0.3%
CSc1ccc(CNc2cccc3ccccc23)cc1,-10%,5,?,-10%,-1%,3%,-23%,11%,3%,0.0%
CCC(=O)N(Cc1ccco1)c1nc(C(=O)Nc2ccc(Cl)cc2)c(C)s1,14%,?,10%,0%,-5%[46.1 µM],2%,-60%,6%,-2%,0.0%
COc1ccc(OCCSc2nc3ccccc3n2CC(=O)O)cc1,0%,0,0%,-4%,6%,5%,4%,2%,10%,-0.2%
COc1ccc(NS(=O)(=O)c2ccc3c(c2)NC(=O)CC(=O)N3)cc1OC,3%,0,0%,-7%,0%,-7%,-13%,-2%,11%,-0.4%
O=C(NC1CCCC1)C(c1ccccn1)N(C(=O)c1csnn1)c1ccccc1Br (configuration not stated),nt,2,11%,1%,5%,2%,-12%,-3%,-6%,-0.1%
CC(C)(C)C(=O)OCc1nc(-c2ccc(C(F)(F)F)cc2)cs1,0%,2,-15%,-4%,2%,4%,26%,7%,13%,0.2%

# Reprinted from the part before: 2 compounds, followed by the next part.
SMILES,CXXC DNA block,TRPV1 agonist,ELG1 repair inh,PTAP TSG101 blk,TCR act,A-T KAP1 phos,BRCA1 expr up,p53 reactivation,a7 integrin act,B2AR arrestin
O=C(NC1CCCC1)C(c1ccccn1)N(C(=O)c1csnn1)c1ccccc1Br (configuration not stated),nt,2,11%,1%,5%,2%,-12%,-3%,-6%,-0.1%
CC(C)(C)C(=O)OCc1nc(-c2ccc(C(F)(F)F)cc2)cs1,0%,2,-15%,-4%,2%,4%,26%,7%,13%,0.2%
COc1ccc(Br)cc1CN(C)C(=O)c1ccccc1OCc1c(C)noc1C,nt,5,-24%,0%,-1%,2%,-9%,-3%,-16%,-0.9%
Cc1ccc(C)c(S(=O)(=O)N2CCCCC2CCNC(=O)C(=O)NCc2ccco2)c1 (configuration not stated),nt,0,?,-1%,0%,-1%,-62%,-5%,-48%,0.4%
O=C(NC1CCCC1)C1CCC(=O)N1C1CCCC1 (configuration not stated),12%,-3,9%,-7%,1%,4%,2%,0%,22%,0.0%
CC(=O)n1cc(C2C(=O)CCCC2=O)c2ccccc21,3%,-1,-6%,-1%,-4%,-1%,-17%,4%,2%,0.1%
Cc1ccc(S(=O)(=O)N2CCN(Cc3ccccc3)CC2)c(C)c1N(C)S(=O)(=O)c1ccccc1,-3%,-2,-24%,-2%,4%[46.1 µM],0%,-45%,11%,-32%,-0.2%
Cc1cccc(C)c1OC(=O)CSc1nnc(-c2ccccc2)o1,-11%,14,4%,-6%,6%[46.1 µM],13%,0%,-1%,?,6.3%
COc1cc(CCC(=O)NCc2ccc(F)cc2)cc(OC)c1OC,3%,2,2%,-5%,-12%,5%,2%,-1%,?,-0.2%
C=CCNC(=O)c1ccc2c(=O)n(CCCN3CCCC3=O)c(=S)[nH]c2c1,20%,-10,-1%,-2%,8%,0%,-16%,-3%,16%,-0.2%
Cc1cc(C)nc(NS(=O)(=O)c2ccc(NC(=S)NC(=O)CC(C)C)cc2)n1,3%,0,0%,5%,-10%[46.1 µM],nt,6%,-2%,-5%,-0.3%
O=C(CCn1c(=O)oc2ccccc21)NC1=NCCS1,0%,-2,0%,-4%,-7%[46.1 µM],-3%,20%,-4%,8%,0.7%
O=C(NCc1ccco1)C1CCCN(S(=O)(=O)Cc2ccccc2)C1 (configuration not stated),-2%,-2,10%,-4%,4%,0%,-4%,-4%,15%,-0.2%
COc1ccc(C(=O)N/N=C/c2cccc3cccnc23)cc1,-6%,2,-12%,-3%,6%,10%,-81%,6%,-26%,0.1%
NC(=O)c1nc[nH]c1C(=O)Nc1cccc(C(F)(F)F)c1,nt,2,?,-2%,-6%,-3%,-31%,23%,-20%,0.1%
CCOC(=O)Cn1nc(-c2ccccc2)c(-c2ccccc2)nc1=O,-8%,2,11%,0%,6%,7%,-23%,-9%,0%,0.2%
O=C(CSc1nc2[nH]ncc2c(=O)n1-c1ccccc1)NCCc1ccccc1,-5%,-2,9%,-1%,-5%,-3%,-1%,9%,-13%,0.2%
NCC(O)COCCC12CC3CC(CC(C3)C1)C2 (configuration not stated),-4%,2,14%,1%,4%,-4%,5%,-4%,-27%,0.0%
COc1ccc(Cl)cc1N(C)C(=O)CCNC(=O)Cn1cnc2ccccc2c1=O,1%,-2,-23%,-8%,3%,-3%,-35%,-19%,-19%,-0.2%
O=C(Nc1cccc(S(=O)(=O)Nc2ccc(Cl)cc2)c1)c1ccc(Cl)nc1,0%,1,?,-11%,1%[46.1 µM],0%,-51%,2%,-23%,-0.5%
C/C(=N/N=C1\SCC(=O)N1c1ccccc1)c1ccc(C)cc1,-1%,nt,0%,-2%,1%,15%,2%,-2%,12%,0.1%
NS(=O)(=O)c1cccc(NC(=O)c2cccnc2Oc2ccccc2)c1,-2%,-1,?,-13%,-2%,-3%,-9%,2%,0%,0.0%
Cc1cc(-c2ccccc2)nc2cc(C(=O)NCCCn3ccnc3)nn12,-6%,-3,0%,-5%,-5%[46.1 µM],-4%,-53%,-10%,-6%,-0.1%
COc1ccccc1OCCn1cc(/C=N/NC(N)=S)c2ccccc21,10%,-1,18µM*,-1%,2%,1%,-61%,-2%,9%,-0.2%
Cc1ccc(N2CC(C(=O)OCC(=O)c3ccc(F)cc3)CC2=O)cc1 (configuration not stated),19%,2,-6%,-2%,-6%,2%,-22%,-1%,15%,-0.4%
Cc1ccc(Cl)cc1NC(=O)COC(=O)CSc1ccccc1,nt,nt,19%,-10%,-9%,7%,-14%,2%,18%,2.3%
